# Xi reactivation: X-chromosome reactivation activator; XiGFP mouse fibroblasts, % GFP-positive cells imaging, 3 d; cells co-treated with 5-aza-dC sensitizer; scaled so ellipticine positive control = 100%; activation, % at 7.58 µM; actives 0.055% (n = 360,000); AID 743238;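 active means mean normalized replicate activation at least 10% and every replicate at or above 10%; inconclusive means only one of the two criteria met; inactive means mean below 10% and not all replicates reach 10%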;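 further: 0% = median of on-plate neutral control wells and 100% = ellipticine 6 µM median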
#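 Material: SV40-immortalized XiGFP fibroblast cells, line 68-5-11 | Buffer or medium: DMEM containing 5-aza-dC | Dosing: One concentration, pinned | Times: 3 d treatment, 15 min room-temperature fixation | Controls: Ellipticine 6 µM positive control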
# S100A4 inh HTS: blocks human S100A4 binding to myosin IIA peptide; P26447; S100A4/TAMRA-MyoIIA peptide fluorescence polarization; inhibition, % at 10.7 µM; actives 0.14% (n = 360,000);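 active means mean inhibition of at least 70% across replicates, with every replicate also reaching that level; inconclusive means mean inhibition reaches 70% but some replicates fall short; inactive means mean inhibition below 70%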
# Target sequence (P26447 whole entry, looked up): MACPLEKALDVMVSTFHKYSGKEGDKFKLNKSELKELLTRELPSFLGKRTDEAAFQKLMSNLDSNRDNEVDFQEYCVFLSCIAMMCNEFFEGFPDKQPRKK
#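 Material: S100A4 monomer protein / Buffer or medium: 50 mM HEPES pH 7.2, 10 mM CaCl2, 100 mM KCl / Times: 5 min incubation before reading / Benchmarks: neutral control DMSO, positive control TFP / Reagent: labelled myosin peptide probe, 5 nM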
# E-selectin induc: induces E-selectin expression in human endothelial cells | activation, % at 7.58 µM | actives 0.37% (n = 260,000) | HUVEC E-selectin immunofluorescence imaging; normalized: neutral wells 0, TNF-alpha wells 100 | P16581 | AID 686992;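 active means mean E-selectin-positive cell signal at least 10% of the positive control, reached in at least 60% of replicates, without over 20% cell loss; inconclusive means no rule given, readout overlaps actives, possibly toxicity-flagged; inactive means the rest, including those meeting only one limit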;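 further: in these data hits start at about 27%; measured in HUVEC primary endothelial cells; signal is the percent of cells scored E-selectin positive by PE staining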
# Target sequence (P16581 whole entry, looked up): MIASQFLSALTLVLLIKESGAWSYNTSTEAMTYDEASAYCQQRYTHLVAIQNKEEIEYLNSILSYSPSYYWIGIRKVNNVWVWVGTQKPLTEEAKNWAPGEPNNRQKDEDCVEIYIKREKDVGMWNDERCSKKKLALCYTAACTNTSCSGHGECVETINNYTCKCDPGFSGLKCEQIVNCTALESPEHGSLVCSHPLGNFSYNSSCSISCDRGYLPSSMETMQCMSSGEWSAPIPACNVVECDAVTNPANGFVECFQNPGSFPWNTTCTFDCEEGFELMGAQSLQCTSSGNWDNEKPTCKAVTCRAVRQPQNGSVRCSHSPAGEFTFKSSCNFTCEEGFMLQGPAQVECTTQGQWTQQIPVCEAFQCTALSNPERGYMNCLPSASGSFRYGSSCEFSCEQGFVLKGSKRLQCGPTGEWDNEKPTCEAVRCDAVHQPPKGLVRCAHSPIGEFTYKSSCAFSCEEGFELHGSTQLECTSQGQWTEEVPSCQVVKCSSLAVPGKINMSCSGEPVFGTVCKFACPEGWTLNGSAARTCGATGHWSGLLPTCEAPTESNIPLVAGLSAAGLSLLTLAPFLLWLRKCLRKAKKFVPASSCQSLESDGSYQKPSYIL
#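 Assay system: HUVEC primary endothelial cells. Input: 3,000 HUVEC seeded per well. Doses: one compound dose added by pin transfer. Read-out basis: % PE-positive cells. Benchmarks: TNF-alpha high, DMSO low. Detection: immunofluorescence imaging. Buffer or medium: EGM-2, gelatin.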
# FN deposit inh: fibronectin deposition inhibition; inhibition, % at 12.6 µM; AH1F fibroblasts, Alexa488-fibronectin deposition fluorescence, overnight; actives 0.086% (n = 350,000); AID 743247;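 active means mean inhibition across replicates of 30% or more, regardless of how many single replicates reach that level; inconclusive means mean under 30% yet at least half of replicates reach 30%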;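 further: positive control wells lacked labelled fibronectin entirely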
#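 Schedule: 1 h cell adhesion before compound, then overnight fibronectin incubation; test system: AH1F fibroblast monolayer depositing Alexa488-labelled fibronectin into matrix; quantity: 10000 AH1F cells per well; probe or stimulus: fluorescent fibronectin at 24 nM final; signal: fluorescence, ex 485 nm, em 525 nm; evaluation: percent inhibition as loss of matrix-bound fibronectin fluorescence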
# RAD52 anneal inh: inhibitors of human RAD52 DNA annealing | recombinant RAD52 DNA annealing, FRET fluorescence | AID 651710 | inhibition, % at 18.7 µM | actives 0.46% (n = 360,000);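 active means every replicate showing at least 50% inhibition; inconclusive means mean inhibition at least 50% but not in every replicate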
# EWS-Fli block: blocks EWS/Fli oncoprotein-driven transcription; AID 651661; inhibition, % at 12.6 µM; actives 0.67% (n = 350,000); A673 NR0B1-luciferase reporter, viability-normalised;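 active means mean inhibition of at least 50% after viability correction, with every replicate also passing that limit; inconclusive means mean reaches 50% but only one of two replicates passes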;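 further: firefly luciferase signal divided by Alamar Blue viability fluorescence both relative to DMSO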
# esBAF inh: blocks esBAF chromatin remodeling in mouse ES cells; Bmi1-luciferase knock-in reporter, 24 h; 100% = twice the neutral-well signal; reporter increase, % at 12.5 µM; AID 602393; actives 2% (n = 350,000); in the data active means activation above about 40%; inconclusive means no clear call, values can overlap the other calls;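 further: 0% = median of the plate's neutral control wells and 100% = double that signal; a rise in the Bmi1 reporter signal indicates esBAF inhibition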
# RAD54 inh: inhibitors of human RAD54 branch migration. actives 0.14% (n = 360,000). inhibition, % at 10.4 µM. RAD54 Holliday junction branch migration, FAM/BHQ fluorescence. AID 602329;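 active means mean normalized replicate activity at least 40 and at least half of replicates scoring 40 or more; inconclusive means only one of the two criteria met; inactive means mean below 40 and under half of replicates reaching 40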;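 further: 0% = median of neutral control wells and 100% = median of positive control wells; inhibitors cause a drop in the FAM fluorescence signal; in these data hits start at about 50%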
# The depositor's hits bear a star; ? = inconclusive; . = not tested or not shown; & = joins results of further samples.
structure,Xi reactivation,S100A4 inh HTS,E-selectin induc,FN deposit inh,RAD52 anneal inh,EWS-Fli block,esBAF inh,RAD54 inh
OC[C@H]1OC(O)[C@@H](O)[C@@H](O)[C@@H]1O (stereo partly specified),0.1,-1,1.2,-9,7,-9,-3,4
CN1CCC(=NNC(=O)C(=O)NCc2ccccc2)CC1,.,-5,.,.,-7,2,4,1
CC(C(=O)NCCSCc1cccc(Cl)c1)N(c1ccccc1)S(C)(=O)=O (stereo unspecified),0.0,7,0.0,-1,-11,0,-3,0
CCN(CC)C(=O)Cc1c(O)c2ccccc2[nH]c1=O,0.0,-4,6.6,3,-11,0,-7,-6
CCCS(=O)(=O)c1c(S(=O)(=O)CCC)c2ccc(C(N)=O)cn2c1C(=O)c1ccc(F)cc1,1.3,2,.,.,-18,3,7,1
Cc1cc(=O)oc2c(C)c(OCC(=O)NCCc3ccc(S(N)(=O)=O)cc3)ccc12,0.0,1,0.0,4,-1,.,2,4
C=CCn1c(SCC(=O)NC(=O)NC2CCCC2)nnc1C1CCCCC1,.,.,1.0,-1,.,.,-3,-5
CC(C)Cc1nnc(NC(=O)CCC(=O)N2CCN(c3ccccc3F)CC2)s1,-0.1,-2,0.0,-11,-9,.,-1,7
NC(=O)COC(=O)c1ccc(Cl)c(S(=O)(=O)N2CCCCCC2)c1,-0.2,3,7.6,2,-10,0,-5,-5
O=C(NCc1nc2ccccc2[nH]1)C1=C[C@H](C2CCCCC2)C[C@H](OCc2ccc(CO)cc2)O1,0.1,-2&-3,0.2,21,-12&28,19&-6,8,-5
COc1cccc(C2CC(c3ccc(Br)cc3)=NN2C(=O)c2ccncc2)c1OC (stereo unspecified),0.1,0,.,.,-20,15,.,.
Cc1ccc(S(=O)(=O)N[C@H]2C=C[C@@H](CC(=O)N3CCc4ccccc4C3)O[C@H]2CO)cc1,0.0,12,2.6,.,11,6,0,4
CC1=C(C(=O)Nc2ccccc2)C(c2ccc(C(C)C)cc2)N2C(=O)CSC2=N1 (stereo unspecified),.,42,.,-3,-15,.,-1,-4
O=C(c1ccc(F)cc1)N1[C@H](CO)[C@H]2c3ccccc3NC[C@H]21,0.1,-1,-0.1,.,4,-2,4,-9
N#CC1(NC(=O)CN2c3cccc4cccc(c34)S2(=O)=O)CCCCC1,0.0,-9,.,14,-15,-6,-7,0
Cc1nn(CC(=O)NC2C(=O)N3C(C(=O)O)=C(CSc4nnnn4C)CSC23)cc1Br (stereo unspecified),0.3,32,0.7,-8,-30,-1,.,.
Brc1cccc(-c2nnc3sc(CN4CCC5(CC4)OCCO5)cn23)c1,.,2,.,.,-12,-18,0,.
CCOc1ccc(S(=O)(=O)N2CCC(C(=O)NCc3ccccc3CN3CCCC3)CC2)cc1,0.0,-24,.,-1,-17,9,-3,-5
C[C@@H]1CCCCO[C@@H](CN(C)S(=O)(=O)c2ccc(Cl)cc2)[C@@H](C)CN([C@H](C)CO)C(=O)c2cc(NS(=O)(=O)c3cccs3)ccc2O1,0.3,-21,0.2,7,-8,1,-1,4
O=C(CCc1nc2ccccc2c(=O)[nH]1)Nc1ccc(F)cc1,0.1,-1,-0.9,-3,-23,-9,.,.
C[C@H](CO)N1C[C@H](C)[C@H](CN(C)C(=O)Nc2ccc(F)cc2)Oc2ncc(C#CCC3CCCC3)cc2C1=O,0.9,12,-0.3,.,4,-5,-1,-1
COC(=O)N1C[C@H](OCc2cn(-c3cc(Cl)cc(Cl)c3)nn2)[C@H](OCc2cn(-c3cc(Cl)cc(Cl)c3)nn2)C[C@@H]1c1ccccc1Br,0.4,0,-0.2,-3,1,-9,.,.
O=C(Nc1nnc(C2=COCCO2)o1)c1cccc(F)c1,0.0,0,0.4,-2,2,10,3,-1
CNC[C@@H]1OCCCC[C@@H](C)Oc2ccc(NC(=O)Nc3ccc(F)cc3)cc2C(=O)N([C@H](C)CO)C[C@H]1C,0.1,.,-0.1,.,.,-5,2,.
CN(C)C(=O)C[C@@H]1C[C@H]2c3cc(NC(=O)NC4CCCC4)ccc3O[C@H]2[C@@H](CO)O1,0.5,-2,0.1,-44,-18,1,2,-1
CC(C)(C)NC(=O)c1nc2nc(-c3ccccc3)cc(C(F)(F)F)n2n1,-0.1,.,.,3,.,.,3,0
CC1CN(C(=O)COC(=O)/C=C/c2ccc(C(F)(F)F)cc2)CC(C)O1 (stereo unspecified),0.0,-1,.,-26,-10,0,-2,3
Cc1ccc(-c2noc(C3CCCN(C(=O)c4cccc(F)c4)C3)n2)cc1 (stereo unspecified),0.1,0,0.0,4,4,-23,9,-8
CCCC(=O)N1CCC1(C)C(=O)NS(=O)(=O)c1cccc(Cl)c1 (stereo unspecified),0.2,2,0.4,2,1,-5,11,0
N#Cc1cc(C(=O)Cc2ccccc2)c[nH]1,0.0,4,1.8,-4,-11,2,4,1
NC(=Nc1ccc(Cl)cc1)c1ccccc1,0.1,3,.,.,7,-34,7,1
CC(C)NC(=S)Nc1ccc2[nH]c(=O)[nH]c2c1,0.0,-1,-1.4,11,9,3,.,.
CC(C)(C)c1ccc(/C=N/n2cnnc2)cc1,0.1,-5,1.2,1,-1,-4,.,.
COc1ccc(NC(=O)N(C)C[C@H]2Oc3ccc(NC(=O)Nc4ccc(C(F)(F)F)cc4)cc3CC(=O)N([C@@H](C)CO)C[C@@H]2C)cc1,-1.2,-5,0.2,.,-2,-1,-1,-5
COc1cccc(NC(=O)NCc2c(-c3ccccc3)noc2C)c1,0.0,-2,0.0,1,-13,-6,0,-4
O=C(Cc1c(C(=O)O)[nH]c2ccccc12)NC1CCCC1,0.3,-12,6.5,-1,-5,15,.,.
O=C(CCc1nc2ccccc2c(=O)[nH]1)OCc1ccccc1F,0.5,.,.,-9,.,.,-20,11
COC(=O)c1cccc(N2C(=O)C[C@](Sc3ccc(C)cc3)(C(=O)OC)[C@H]2c2ccccc2)c1,0.0,1,-4.4,5,-31,-11,.,.
O=c1ccn(CCCBr)c(=O)[nH]1,0.0,-15,0.0,-4,-9,-4,.,4
NC(=O)c1nn(CC(=O)Nc2ccc3c(c2)OCO3)cc1[N+](=O)[O-],0.0,2,3.2,0,-25,3,-3,0
O=C(C[C@H]1C=C[C@@H](NC(=O)CCN2CCCCC2)[C@H](CO)O1)Nc1nccs1,0.3,5,-0.3,3,11,2,1,0
Cn1c(=O)cc(OCCCC(=O)NCc2ccc3c(c2)OCO3)c2ccccc21,0.0,-2,0.5,-2,-11,3,-9,-5
C[C@@H]1CN([C@@H](C)CO)C(=O)c2cccc(NC(=O)c3nc4ccccc4s3)c2O[C@@H]1CN(C)CC1CC1,0.2&0.1,-1&0,0.1&0.0,0,35&-1,3&7,-4&-4,15&7
CCOc1ccc(C(=O)NCCNC(=O)c2ccc(OCC)cc2)cc1,0.1,-2,-0.1,4,0,-2,5,-9
COc1cc2c(cc1OC)C(C)N(C(=O)c1cc3c(C)cc(C)cc3[nH]1)CC2 (stereo unspecified),0.2,0,.,16,-13,42,.,-3
C[C@H](CO)N1C[C@H](C)[C@H](CN(C)S(=O)(=O)c2cn(C)cn2)Oc2ncc(C#CC(C)(C)O)cc2C1=O,-0.8,1,0.0,-27,0,-1,3,-9
CC1=Nc2ccccc2N=C(NC(=O)CSC(=S)N2CCCCC2)C1c1ccccc1 (stereo unspecified),0.0,1,0.0,2,-25,33,-1,.
COCC#Cc1cnc2c(c1)C(=O)N([C@H](C)CO)C[C@H](C)[C@@H](CN(C)C(=O)c1cccc(F)c1)O2,-0.2,1,0.7,-1,1,2,-2,-5
O=C1c2ccccc2N[C@@H]2C=CC[C@@H]2N1O,0.1,-40,2.4,7,-2,-9,-6,13
O=C(NCC1OCCCN1S(=O)(=O)c1ccc(F)cc1)C(=O)NC1CCCC1 (stereo unspecified),-0.1,-2,0.0,.,-1,-9,-3,-3

# An excerpt from above, limited to FN deposit inh and E-selectin induc:
Compound	FN deposit inh	E-selectin induc
O=C(CCc1nc2ccccc2c(=O)[nH]1)OCc1ccccc1F	-9	.
COC(=O)c1cccc(N2C(=O)C[C@](Sc3ccc(C)cc3)(C(=O)OC)[C@H]2c2ccccc2)c1	5	-4.4

# Continuation.
structure,Xi reactivation,S100A4 inh HTS,E-selectin induc,FN deposit inh,RAD52 anneal inh,EWS-Fli block,esBAF inh,RAD54 inh
COc1ccccc1CNC(=O)c1n[nH]c2ccccc12,0.1,-1,-0.1,5,-12,-26,24,-10
Cc1cc(C(=O)NCCc2ccc(S(N)(=O)=O)cc2)c(C)o1,-0.1,-3,.,-4,0,-1,-2,3
O=C(COC(=O)[C@@H]1CC(O)CN1S(=O)(=O)c1ccccc1[N+](=O)[O-])Nc1ccc2ccccc2c1 (stereo partly specified),0.1,.,.,-1,.,.,7,-5
CC(=O)c1c(C)nc2ccc([N+](=O)[O-])cc2c1-c1ccccc1,-0.1,2,.,4,6,-41,-1,-11
COc1ccc(S(=O)(=O)N(C)C[C@H]2OCCCC[C@H](C)Oc3ccc(NC(=O)Nc4ccccc4)cc3C(=O)N([C@H](C)CO)C[C@H]2C)cc1,0.0,.,0.0,15,.,7,2,-2
COc1cc2c(cc1OC)CN(c1ncccc1[N+](=O)[O-])CC2,0.1,-7,.,2,-6,-99,?,.
O=[N+]([O-])c1ccc(CN2CC(N3CCC(Cc4ccccc4)CC3)CS2(=O)=O)cc1 (stereo unspecified),-0.1,-6,-0.5,-1,-22,3,6,-5
CC(=O)N[C@H]1CC[C@H](CC(=O)NCc2ccc(Cl)cc2)O[C@H]1CO,-0.1,1,0.2,.,3,2,-4,-1

# 2 entries from above, with each value named.
O=[N+]([O-])c1ccc(CN2CC(N3CCC(Cc4ccccc4)CC3)CS2(=O)=O)cc1 (stereo unspecified)
  Xi reactivation: -0.1 | S100A4 inh HTS: -6 | E-selectin induc: -0.5 | FN deposit inh: -1 | RAD52 anneal inh: -22 | EWS-Fli block: 3 | esBAF inh: 6 | RAD54 inh: -5

CC(=O)N[C@H]1CC[C@H](CC(=O)NCc2ccc(Cl)cc2)O[C@H]1CO
  Xi reactivation: -0.1 | S100A4 inh HTS: 1 | E-selectin induc: 0.2 | FN deposit inh: . | RAD52 anneal inh: 3 | EWS-Fli block: 2 | esBAF inh: -4 | RAD54 inh: -1
